# Source: PubChem BioAssay
# Rin1-Abl PPI inh – inhibitors of human Rin1-Abl protein interaction; inhibition, % at 7.35 µM; TR-FRET Rin1/Abl binding, biochemical; P00519+Q13671; 360,000 compounds, 0.4% hits; in the data active means inhibition above about 5%, passing the limit was not always enough
# Rpn11 block – inhibitors of human proteasome Rpn11; O00487; human 26S proteasome, Ub4-pepOG fluorescence polarization; 20S core pre-blocked with epoxomicin; calls only at 20 µM; 360,000 compounds, 0.59% hits;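 active means inhibition at 20 µM, scaled to each plate's controls, above about 33%, limit read from the data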
# MT1-MMP act inh – MT1-MMP (human) activation inhibition; HT1080 RFP-PRO-GFP cells, GFP/RFP ratio fluorescence, overnight; percent of plate control window, DMSO zero; AID 651647; P50281; 360,000 compounds, 0.061% hits; GFP/RFP ratio change, % at 20 µM;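 active means GFP/RFP ratio change of at least 30% with cell ATP level not reduced by more than half and red fluorescence within 50% of control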; further: strong numbers were not always called active
#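 Assay system – RFP-PRO-GFP reporter HT1080 cells · Compound dosing – single dose of 20 µM compound, 1% DMSO final · Incubation – overnight compound exposure at 37 °C · Measure – GFP/RFP fluorescence ratio · Benchmarks – DMSO wells and RFP-L50D-GFP cells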
# bovine MsrA act – activates bovine MsrA enzyme; AID 602163; activation, % at 10.6 µM; purified bovine MsrA, absorbance read-out; 360,000 compounds, 0.3% hits; in the data active means activation above about 7.5%;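 further: 0% = vehicle and 100% = reference activator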
# FAS TE block – inhibitors of human fatty acid synthase thioesterase domain | P49327 | recombinant FAS-TE, OMFH fluorogenic substrate, fluorescence endpoint | inhibition, % at 15 µM | 360,000 compounds, 0.67% hits | AID 602261;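 active means compounds whose normalised, plate-corrected inhibition of enzyme fluorescence in the single-dose primary screen is 50% or more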;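 further: 0% = DMSO with enzyme and 100% = substrate without enzyme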
# PABP1 MLLE inh – blocks PAM2 peptide binding to the PABP1 MLLE domain; P11940; GST-MLLE / FITC-PAM2 fluorescence polarization; inhibition, % at 20 µM; 360,000 compounds, 0.36% hits; AID 588489; in the data active means inhibition above about 35%, passing the limit was not always enough;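 further: plate controls were DMSO wells with GST-MLLE for no effect and wells lacking GST-MLLE protein for full effect; some results filed as inactive read as strong as hits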
# E coli Lon inh – inhibits E. coli Lon protease | P0A9M0 | purified E. coli Lon protease, fluorescence polarization | inhibition, % at 7.94 µM | 360,000 compounds, 0.42% hits; in the data active means inhibition above about 13%, passing the limit was not always enough;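 further: 0% = enzyme with probe and DMSO and 100% = no enzyme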
# MsrA inh – bovine MsrA inhibition; 360,000 compounds, 0.75% hits; AID 651718; inhibition, % at 15.5 µM; purified bovine MsrA, absorbance read-out; in the data active means inhibition above about 4.5%;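 further: 0% = vehicle wells with enzyme and 100% = reference inhibitor wells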
# CSN inh – CSN deneddylation inhibition; Q92905; Purified CSN, SCF-Nedd8-OG deneddylation, fluorescence polarization; inhibition, % at 12.5 µM; 360,000 compounds, 0.38% hits; AID 651999;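 active means pattern-corrected inhibition above about 35%, with an unprinted fluorescence ratio check between 0.5 and 1.5, limit read from the data, passing the limit was not always enough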;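 further: 0% = enzyme with substrate and 100% = substrate without enzyme; some results filed as inactive read as strong as hits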
#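 Assay system: purified human Csn5 enzyme expressed in HEK293T cells; measure: % inhibition; also added: SCFSkp2-Nedd8OG substrate at 10 nM final; technique: fluorescence polarization; times: reaction 90 min, room temperature; medium: Tris buffer pH 7.5, NaCl, DTT, Tween-20, trehalose, ovalbumin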
# * hit, by the source's call; i = inactive; · = no result given; + = active, no number.
SMILES,Rin1-Abl PPI inh,Rpn11 block,MT1-MMP act inh,bovine MsrA act,FAS TE block,PABP1 MLLE inh,E coli Lon inh,MsrA inh,CSN inh
COc1cc(OC)cc(-c2sc3ccc(OC)cc3c2-c2ccc(O)cc2)c1,1,i,4,-5,28,-2,-3,0.5,-8
Clc1cccc(-c2nc3ccc(Br)cn3c2Cc2ccccc2)c1,-4,+,-3,0,3,-40,-23,0.2,8
O=C(CNC(=O)c1ccccc1Br)Nc1cccc(S(=O)(=O)Nc2ccccc2Cl)c1,2,i,2,5,1,1,1,0.0,-2
Nn1c(COc2ccc(Cl)cc2)nc2ccccc2c1=O,4,i,-2,-11,6,-142,-5,-0.3,1
COc1ccccc1N1CCN(CCN2C(=O)CC3(CCCC3)CC2=O)CC1,-1,i,-1,-1,-1,8,-1,1.2,-3
CC(C)c1ccc(CN(C(=O)c2ccco2)C2CCS(=O)(=O)C2)cc1 (centres undefined),1,i,-1,4,-2,-8,-5,-0.3,-7
CCc1nc2ccc(C(=O)Nc3cccc(NS(C)(=O)=O)c3)cn2c1N(C)CCCc1ccccc1,-1,i,1,-1,17,-2,-7,2.5,2
OC(c1ccc(Cl)cc1)c1ncc(-c2cccc(F)c2)[nH]1 (centres undefined),-3,i,1,-1,1,9,-16,-0.4,3
CNc1c([N+](=O)[O-])cnn1-c1ccc(C)cc1,-2,i,0,5,-10,3,7,2.5,5
COc1ccc(OCC(O)CNC(=O)Nc2cc(C)cc(C)c2)cc1 (centres undefined),-1,i,2,-6,-1,8,14,-1.7,0
COc1ccccc1Cn1c(=S)[nH]c2cc(C(=O)N3CCN(C)CC3)ccc2c1=O,0,i,2,1,-6,-42,17,·,4
COc1ccc(CNC(=O)COc2ccc(C)nc2[N+](=O)[O-])cc1,0,i,1,-6,-4,-6,4,1.0,1
Cc1ccc(/C=C/C(=O)NCCCn2ccnc2)cc1,-1,i,-1,-4,-4,0,-7,2.9,-2
CCCNC(=O)c1cc(-c2ccc(Br)cc2)on1,-3,i,-2,0,-6,-2,5,-0.8,1
CCn1cc(C(=O)NC(=S)Nc2ccccc2Br)cn1,-4,i,4,5,1,20,-3,-0.3,-1
COC1=CC(=O)OC(C)(c2ccccc2)C1 (centres undefined),0,i,2,-1,-10,9,-2,0.6,-2
COC(=O)CCCC1=CC2=CC(=O)C(C)(OC(=O)c3cccs3)C(=O)C2=CN1C1CCCCC1 (centres undefined),0,i,4,-8,-3,16,11,0.3,-4
CCOc1ccc(/C(O)=C2/C(=O)C(=O)N(c3nc(C)c(C)s3)C2c2ccco2)cc1 (centres undefined),-2,i,0,0,5,10,-7,1.5,7
CCCC(=O)Nc1nc2ccc3nc(C)sc3c2s1,1,i,5,-2,-3,-1,1,-0.7,-2
FC(F)(F)C(Oc1nc(Nc2ccc(Cl)cc2)nc(N2CCOCC2)n1)C(F)(F)F,6,i,-9,-8,7,-3,-3,0.2,0
Cc1ccccc1S(=O)(=O)Cc1ccc(C(=O)N2CCN(C3CCCCC3)CC2)o1,-2,i,-4,3,-2,4,2,-0.3,-2
COc1ccc(C2OC(=O)CC2C(=O)NCc2ccc(Cl)cc2)cc1OC (centres undefined),0,i,1,-3,0,-100,1,1.3,5
CCN(CC(=O)NC1CCS(=O)(=O)C1)S(=O)(=O)c1ccc2ccccc2c1 (centres undefined),-1,i,1,-7,-12,7,-3,0.5,-5
Cc1cccc(C(C(=O)NC2CCCCC2)N(C(=O)c2csnn2)C2CC2)c1 (centres undefined),-1,i,-3,-9,1,11,6,-0.7,7
CCOC(=O)C1CCN(S(=O)(=O)c2ccc(NC(=O)c3ccco3)cc2)CC1,1,i,3,-2,6,-3,-3,-1.4,-1
Cc1cc(C)cc(OCC(=O)Nc2ccc3c4c(cccc24)CC3)c1,3,i,4,-1,-3,9,-14,0.6,4
CCN(CC)C(=O)CSc1nc2ccccc2c(=O)n1CC1CCCCC1,0,i,-2,2,14,1,3,0.1,4
CCN1C(=O)N(S(=O)(=O)c2ccc(C)cc2)[C@@H](c2ccccc2)C(C(=O)OC)=C1C,2,i,-4,0,22,4,-2,1.7,-3
O=C(O)c1ccc(NS(=O)(=O)c2ccc(Cl)c(C(=O)Nc3ccccc3)c2)cc1,0,i,0,-4,-7,-11,-7,-0.1,25
CCOc1ccc2[nH]c(=O)c(C(c3nnnn3Cc3ccco3)N3CCN(C)CC3)cc2c1 (centres undefined),3,i,-2,-4,-6,-14,1,0.9,-3
OC(CNCCc1ccc(Cl)cc1)COCc1ccco1 (centres undefined),-2,i,-2,-3,-2,-6,-5,0.8,3
CCOc1ccc2[nH]c(=O)c(CN(CCCN3CCOCC3)C(=O)Nc3ccc(F)cc3)cc2c1,-3,i,7,-1,-5,3,-9,-0.3,-3
Cn1c(=O)c2ncn(CC(=O)NCCOc3ccc(C(C)(C)C)cc3)c2n(C)c1=O,-3,i,2,-3,17,-142,4,-0.9,3
CC(C)N(Cc1nccn1C)C(=O)c1cc(COc2cccc(C(F)(F)F)c2)on1,-1,i,5,-1,0,6,7,0.0,3
CCOC(=O)C1=C(C)N=c2s/c(=C/c3cccc([N+](=O)[O-])c3O)c(=O)n2C1c1ccc(OC)cc1OC (centres undefined),-3,i,26,1,25,5,-4,-0.7,-4
O=C(Cn1nc(-c2ccc(Cl)cc2)ccc1=O)NCCCN1CCN(Cc2ccccc2)CC1,-1,i,-4,-3,6,-1,-17,0.4,-6
c1ccc(-c2cc3cc4c(cc3cn2)OCO4)cc1,3,i,-8,-4,18,1,1,0.2,5
CCc1ccc(CCC(=O)Nc2sc(C)c(C)c2C(=O)OC)o1,-5,i,3,-2,18,-2,-3,-1.0,0
OCCN1CCN(CC#CCC(c2ccccc2)c2ccccc2)CC1,-1,i,-3,-1,-6,10,-7,-1.1,8
CCc1ccc(-c2nc(C)c(CCO)c(=O)[nH]2)cc1,2,i,2,2,-4,-1,-3,0.1,-11
COCCOC(=O)C1=C(C)NC(=O)NC1c1ccco1 (centres undefined),1,i,1,-3,-5,15,2,0.4,2
Cc1ccc(C(=O)CC2(O)C(=O)N(CN3CCOCC3)c3ccccc32)cc1 (centres undefined),-1,i,4,-1,-5,-5,-11,-0.1,3
CN(C)CCN1C(=O)c2oc3ccc(F)cc3c(=O)c2C1c1ccncc1 (centres undefined),-1,i,-5,-3,-7,0,0,1.6,8
COc1ccccc1NS(=O)(=O)c1ccc(O)c(C(N)=O)c1,2,i,7,-6,-4,-6,-5,0.4,5
O=C(NC(=S)NCC1CCCO1)c1ccc(Br)o1 (centres undefined),-1,i,3,-3,12,22,-5,0.5,3
Cc1ccccc1N/C=C/C(=C(C#N)C#N)N(C)C,-2,i,4,-1,-7,4,-7,0.1,5
CCc1ccc[n+](-c2[nH]c(=O)sc2/C=N/N=C(\[O-])CCn2c3ccccc3c3ccccc32)c1,-6,i,5,-5,-3,16,10,3.3,2
CC1CCc2c(sc(NC(=O)c3ccccc3C(=O)O)c2C#N)C1 (centres undefined),0,i,-2,-7,-8,0,0,0.3,3
COCCN(CC(=O)Nc1ccccc1)S(=O)(=O)c1ccc(S(=O)(=O)N2CCCC2)cc1,1,i,8,-4,-4,4,-6,0.4,4
CCCC[C@@H]1C=C(C(=O)O)[C@H](c2ccc(Cl)cc2)N1S(=O)(=O)c1ccc(C)cc1,-2,i,10,-1,0,-2,1,0.2,2
# Further entries follow:
SMILES,Rin1-Abl PPI inh,Rpn11 block,MT1-MMP act inh,bovine MsrA act,FAS TE block,PABP1 MLLE inh,E coli Lon inh,MsrA inh,CSN inh
CC(C)(C)n1nnnc1C(c1cccc(C#N)c1)N1CCN2CCCC2C1 (centres undefined),2,i,1,-4,-5,-1,-5,0.1,-8
CCOc1ccc(NC(=O)Cc2ccc(NC3=NC4CS(=O)(=O)CC4S3)cc2)cc1 (centres undefined),1,i,2,-2,-5,-125,-4,-0.1,-1
COc1cccc(C(=O)N2CCN(Cc3ccco3)CC2)c1OC,0,i,3,-13,-6,-9,-6,0.8,1
C1CCC(n2nnnc2CN2CCN(C3CCCC3)CC2)CC1,-2,i,5,-8,-4,3,2,-1.0,2
Cc1cc(C(F)F)n2nc(C(=O)Nc3ccc(S(=O)(=O)N4CCCC4)cc3)nc2n1,-1,i,0,-3,-5,-7,-5,0.2,2
COc1cc2cc(CCOC(=O)c3ccc(F)cc3)oc(=O)c2cc1OC,0,i,4,-3,7,9,-4,-0.6,2
COc1ccc(C(=O)CSc2cc(C)nc(SCC(=O)c3ccc(C)cc3)n2)cc1,-1,i,-3,1,24,7,-6,0.3,-3
O=C(O)C1(Nc2ccc([N+](=O)[O-])cc2[N+](=O)[O-])CCCC1,-1,i,2,-8,-5,-8,-7,2.3,2
Cc1cc(C(=O)CCl)c(C)n1CCc1ccc(F)cc1,-1,i,-7,-2,9,-10,1,0.1,4
CC(=O)Nc1nonc1-c1nc2ccccc2n1Cc1ccccc1,1,i,3,2,16,-10,4,0.3,-4

# Some of these compounds in order of the CSN inh value, descending.
compound,CSN inh
Cc1cc(C(=O)CCl)c(C)n1CCc1ccc(F)cc1,4
COc1cc2cc(CCOC(=O)c3ccc(F)cc3)oc(=O)c2cc1OC,2
CC(C)(C)n1nnnc1C(c1cccc(C#N)c1)N1CCN2CCCC2C1 (centres undefined),-8

# Later entries
SMILES,Rin1-Abl PPI inh,Rpn11 block,MT1-MMP act inh,bovine MsrA act,FAS TE block,PABP1 MLLE inh,E coli Lon inh,MsrA inh,CSN inh
COC(=O)c1ccccc1NC(=O)N1CCN(c2ccccc2)CC1,2,i,2,-11,17,11,1,0.9,-4
CC(C)c1ccc(NC(=O)N2CCN(S(=O)(=O)c3ccccc3)CC2)cc1,-2,i,-2,5,11,-7,-2,-0.2,-3
COCC(=O)N(Cc1cc2ccccc2[nH]c1=O)c1ccccc1OC,2,i,1,1,-12,-6,7,0.8,1
CC(=O)NCCc1ccc(C(=O)COC(=O)c2ccc(C)s2)cc1,-2,i,-6,-5,-5,4,-11,-0.3,4
CC(C)NC(=O)N(C)C[C@H]1Oc2ccc(NS(=O)(=O)c3cn(C)cn3)cc2C(=O)N([C@H](C)CO)C[C@@H]1C,0,i,1,1,-8,-12,-3,-0.3,-2
COc1ccc(C2/C=C\CN3CCC[C@H]3C(=O)N2Cc2ccc(F)cc2)cc1 (some centres undefined),4,i,-6,-1,-8,-29,-22,-0.2,9
COc1ccc(C(N)c2csc(Nc3cc(Oc4ccccc4)ncn3)n2)cc1 (centres undefined),6,i,-4,1,-5,-3,0,-2.3,6
CS(=O)(=O)N1CCC(C(=O)c2cccc(Cl)c2)CC1,-5,i,1,-7,-2,-7,-7,-0.6,3
C=CCOc1cccn2c(N(C=O)Cc3ccccc3)c(CC)nc12,0,i,-1,1,0,-3,-1,1.2,1
CCOc1ccc(NC(=O)CSc2nnc(C)n2CCCOC)cc1,2,i,-3,-3,-5,-5,3,-0.7,-5
Cc1cc(N2CCN(CC(O)C(F)(F)F)CC2)c2ccccc2n1 (centres undefined),0,i,4,-4,-3,-6,3,0.4,-2
COc1ccc(C(=O)Nc2ccccc2C(=O)NCc2cccnc2)cc1,3,i,-3,-3,-2,6,1,0.4,0
